# Screening data: PubChem BioAssay, Johns Hopkins Ion Channel Center
# TRPC4 agonist = TRPC4 (mouse) channel activation. Q9QUQ5. HEK293 TRPC4beta/mu-opioid, Fluo4 calcium fluorescence; active compounds read high. B-score at 10 µM. hit rate 0.49% among 310,000;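 active means B-score above 5 SD of library B-scores, and initial fluorescence ratio not above library mean plus 5 SD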;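 further: positive B-score marks a calcium rise read as TRPC4 activation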
#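 system = HEK293 cells stably co-expressing mouse TRPC4beta and mu-opioid receptor | schedule = Fluo4 dye loading 45 min at room temperature, 110 s recording | measure = B-scored integrated calcium fluorescence ratio | signal = Fluo4 calcium-sensitive dye fluorescence, kinetic, 1 Hz baseline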
# TRPC6 inhibitor = blocks the mouse TRPC6 cation channel; Q61143; HEK293-TRPC6, membrane potential dye, ACh-evoked depolarization; active compounds read low; B-score at 10 µM; hit rate 1.1% among 310,000; AID 2553;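 active means B-score under library mean minus 3 SD, initial fluorescence not abnormally high, positive integrated signal ratio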;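 further: B-score derived from integrated fluorescence ratio over the kinetic read; more negative B-score means stronger inhibition of depolarization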
# TRPC6 activator = activators of mouse TRPC6 channel; hit rate 0.13% among 310,000; Q61143; B-score at 10 µM; HEK293-TRPC6 membrane potential dye fluorescence; active compounds read high;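 active means B-score of the integrated fluorescence ratio above library mean plus 3 SD, and starting fluorescence ratio within library mean plus 5 SD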;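 further: higher score means more depolarization so channel activation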
# ANO1 block = mouse TMEM16A channel inhibition, primary screen. hit rate 1.2% among 310,000. Q8BHY3. normalized B-score (activity score, 25-100; higher = stronger inhibition) at 10 µM. HEK293 TMEM16A/YFP iodide influx fluorescence, ionomycin;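 active means ratio plate-corrected score three or more library SD toward inhibition, starting fluorescence score within five deviations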;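 further: score derived from kinetic fluorescence span divided by baseline fluorescence per well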
# MrgX1 PAM = human MrgX1 positive allosteric modulation, primary screen; Q96LB2; MrgX1-HEK293, Fluo-4 calcium flux, FDSS; active compounds read high; B-score at 10 µM; hit rate 0.63% among 310,000; AID 588675;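 active means plate-corrected calcium response at least 3 library SD above typical, normal starting fluorescence, not activating the receptor alone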;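 further: compound read alongside a low EC10 to EC30 dose of BAM8-22 agonist; peak minus trough fluorescence over baseline measured at the second addition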
# Target sequence (Q96LB2 whole entry, looked up): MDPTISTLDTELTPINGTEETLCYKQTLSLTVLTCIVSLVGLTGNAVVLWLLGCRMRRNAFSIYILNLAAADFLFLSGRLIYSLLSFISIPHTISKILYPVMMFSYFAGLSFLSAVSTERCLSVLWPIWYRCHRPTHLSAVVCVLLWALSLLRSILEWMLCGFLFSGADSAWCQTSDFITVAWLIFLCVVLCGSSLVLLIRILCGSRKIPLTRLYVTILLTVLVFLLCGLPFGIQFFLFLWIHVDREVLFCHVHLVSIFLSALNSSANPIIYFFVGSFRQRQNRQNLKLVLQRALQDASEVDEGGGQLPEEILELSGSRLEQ
# RGS4 inh = inhibitors of human RGS4; P49798; HEK293 M3R/RGS4 inducible, Fluo-4 calcium flux; active compounds read high; triggered by carbachol at its EC20; B-score at 10 µM; hit rate 0.45% among 310,000;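 active means B-score, a plate-corrected calcium signal, over three deviations above library mean, with baseline fluorescence within five deviations of library mean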;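 further: RGS4 expression induced by doxycycline in cells with stable M3 receptor; B-score is computed from the integrated fluorescence ratio over baseline after carbachol; higher B-score means a larger calcium signal and so more RGS4 inhibition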
# Target sequence (P49798 whole entry, looked up): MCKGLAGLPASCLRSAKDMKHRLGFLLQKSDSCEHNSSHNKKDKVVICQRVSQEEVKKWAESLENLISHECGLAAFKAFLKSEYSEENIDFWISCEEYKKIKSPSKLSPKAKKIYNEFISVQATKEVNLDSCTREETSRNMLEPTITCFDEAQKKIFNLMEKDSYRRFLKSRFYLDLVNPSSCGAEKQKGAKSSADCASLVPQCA
# MrgX1 agonist = activates human MrgX1 receptor signaling | MrgX1-HEK293 cells, Fluo-4 calcium fluorescence, agonist mode; active compounds read high | Q96LB2 | B-score at 10 µM | hit rate 0.44% among 310,000;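 active means calcium response B-score plate-corrected fluorescence ratio at least 3 library SD, with starting fluorescence B-score inside 5 SD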
#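 Assay system: MrgX1-expressing HEK293 cells / Amount: fifteen thousand cells per well / Doses: test compound in the initial addition of three / Timing: cells plated overnight, dye loaded 0.5 h 37 °C, 0.5 h room temperature / Technique: kinetic calcium dye fluorescence, Fluo-4 NW / Control set: positive and negative controls per plate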
# TRPC4 inh = inhibitors of mouse TRPC4 channel. HEK293 TRPC4beta/mu-opioid, DAMGO-evoked Fluo4 calcium flux; active compounds read low. B-score at 10 µM. hit rate 0.39% among 300,000. AID 2247;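 active means B-score over 3 SD under the library average, no early fluorescence shift, positive overall ratio signal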
#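 test system = HEK293 cells with stable TRPC4beta plus mu-opioid receptor expression | detection = Fluo4 Ca2+ flux fluorescence | read-out = integrated fluorescence ratio relative to baseline, converted to per-well B score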
# TMEM16A act = activators or potentiators of mouse TMEM16A chloride channel. Q8BHY3. hit rate 0.3% among 340,000. HEK293 TMEM16A/YFP-H148Q/I152L, iodide quench fluorescence; active compounds read low. B-score at 10 µM. AID 623877;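 active means fluorescence-ratio B-score plate-corrected deviation score at least 3 library SD below zero, with starting fluorescence score within 5 deviations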;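 further: channel opened by trigger with iodide after compound preincubation; score built on the fluorescence ratio of max minus min over baseline; more negative score means more quench and so TMEM16A activation or potentiation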
# TRPC4 PAM = allosterically enhances the mouse TRPC4 cation channel; HEK293 TRPC4beta/mu-opioid, DAMGO EC20, Fluo-4 Ca2+ flux; active compounds read high; B-score at 10 µM; hit rate 0.42% among 310,000;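 active means B-score of calcium response area above 5 SD of library B-scores, with initial fluorescence ratio within 5 SD of library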;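 further: B-score of integrated fluorescence ratio over time as area under calcium response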
# MrgX1 antagonist = blocks BAM8-22 activation of human MrgX1 receptor; MRGX1-HEK293 calcium flux, Fluo-4, BAM8-22 antagonism; active compounds read low; AID 588676; hit rate 1.3% among 310,000; Q96LB2; B-score at 10 µM;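 active means calcium-response B-score plate-corrected more than 3 library SD below zero, starting fluorescence within 5 deviations, no agonist response on first addition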;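 further: peak minus trough fluorescence over baseline after final BAM8-22 challenge near maximal dose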
# Active calls of the source: *; i = inactive; · = not tested or not shown.
SMILES,TRPC4 agonist,TRPC6 inhibitor,TRPC6 activator,ANO1 block,MrgX1 PAM,RGS4 inh,MrgX1 agonist,TRPC4 inh,TMEM16A act,TRPC4 PAM,MrgX1 antagonist
CCOc1ccccc1NC(=O)C1CCCN(C(=O)Nc2ccccc2)C1 (stereo not given),i,i,i,i,i,i,i,i,i,i,i
O=C(Nc1cccc(S(=O)(=O)Nc2ccc(Cl)cc2)c1)c1ccc[n+]([O-])c1,i,i,i,i,i,i,i,i,i,i,i
O=C(CSc1nnc(-c2cccnc2)n1CCN1CCCCC1)Nc1cccc(Cl)c1,i,i,i,i,i,i,i,i,i,i,i
CC(C)NC(=O)c1onc(CSc2cccc3ccccc23)c1C(=O)O,i,i,i,i,i,i,i,i,i,i,i
CCCNC(=O)c1ccccc1N1CCN(CCCCN2C(=O)C3CCCCN3C2=O)CC1 (stereo not given),i,i,i,i,i,i,i,i,i,i,i
COc1ccc(C(=O)C[n+]2ccc3c(c2)nc(-c2cc(OC)c(OC)cc2OC)n3C)cc1,i,i,i,i,i,i,i,i,i,i,i
Cc1c(OC(C)C(=O)NCC2CCC(C(=O)O)CC2)ccc2c1oc(=O)c1ccccc12 (stereo not given),i,i,i,i,i,i,i,i,i,i,i
NC(=O)c1c(NC(=O)c2ccc([N+](=O)[O-])o2)sc2c1CCCC2,i,i,i,i,i,i,i,i,i,i,i
Cc1ccc(-n2c([C@@H]3C[C@H]3c3ccccc3)n[nH]c2=S)cc1,i,i,i,i,i,i,i,i,i,i,i
COc1cc(OC)c(C2=NOC(C(=O)NCc3ccc4c(c3)OCO4)C2)cc1Cl (stereo not given),i,i,i,i,i,i,i,i,i,i,i
C=CCOc1ccc(CNc2nn[nH]n2)cc1OC,i,i,i,i,i,i,i,i,i,i,i
CC(=O)C1C(c2ccco2)c2c(noc2C)CC1(C)O (stereo not given),i,i,i,i,i,i,i,i,i,i,i
CCC1Nc2ncnc(N3CCOCC3)c2N(Cc2ccc(C)cc2)C1=O (stereo not given),i,i,i,i,i,i,i,i,i,i,i
O=C(CCOc1ccccc1)Nc1ccnn1C1CCN(Cc2ccccc2)CC1,i,i,i,i,i,i,i,i,i,i,i
NS(=O)(=O)c1ccc(CCNC(=O)CCCOc2ccccc2)cc1,i,i,i,i,i,i,i,i,-4.6*,i,i
O=C(CSc1ncnc2c1cnn2-c1ccc(F)cc1)NC1CCCC1,i,i,i,i,i,i,i,i,i,i,i
CCOC(=O)N1CCN(S(=O)(=O)c2ccc(C(=O)Nc3nc4c(s3)CC(C)CC4)cc2)CC1 (stereo not given),i,i,i,i,i,i,i,i,i,i,i
CC(C)C(=O)Nc1ccc(C(=O)NNC(=O)C(c2ccccc2)c2ccccc2)cc1,i,i,i,i,i,i,i,i,i,i,i
c1nc2n(n1)C1=C(CCCC1)C1(CCCCC1)N2,i,i,i,i,i,i,i,i,-4.8*,i,i
Cc1ccc(NC(=S)N2CCN(S(=O)(=O)c3ccc(C)cc3)CC2)cc1,i,i,i,i,i,i,i,i,i,i,i
Cc1ccc(CN2CCN(Cc3cn[nH]c3C3CCCCC3)CC2CCO)cc1 (stereo not given),i,i,i,i,i,i,i,i,i,i,i
COc1cc(N2CCCC2)c(OC)cc1/C=C(/C#N)c1ccc(Br)cc1,i,i,i,i,i,i,i,i,i,i,-4.6*
CCOC(=O)c1sc(NC(=O)COc2ccc3c(c2)OCO3)nc1C,i,i,i,i,i,i,i,i,i,i,i
Cc1ccc(Cl)cc1N1C(=O)CC(Sc2ncccn2)C1=O (stereo not given),i,i,i,i,i,i,i,i,i,i,i
Cc1cc(N2CCN(c3ccccc3)CC2)nc(N)n1,i,i,i,i,i,i,43*,i,i,i,i
Cc1ccccc1Nc1nc(N)nc(CSc2ccc(F)cc2)n1,i,i,i,i,i,i,i,i,i,i,i
CCN1CCN(C(=O)c2nn(-c3ccc(OC)cc3)c(=O)c3c2c2ccccc2n3C)CC1,i,i,i,i,i,i,i,i,i,i,i
Cc1ccccc1OCC(O)CN1CCCCC1 (stereo not given),i,i,i,i,i,i,i,i,i,i,i
CC(C)(C)N(CC#CCC(O)(c1ccccc1)C1CCCC1)CCO (stereo not given),i,i,i,i,i,i,i,i,i,i,i
Cc1[nH]n(-c2ccc(Cl)cc2)c(=O)c1C=NC12CN3CN(CN(C3)C1)C2,i,i,i,i,i,i,i,i,i,i,i
CCc1nnc(NC(=O)CCC(=O)N2CCN(Cc3ccc(F)cc3)CC2)s1,i,i,i,i,i,i,i,i,i,i,i
COc1ccc(CNCc2ccc(OC)c3ccccc23)cc1,i,i,i,i,i,i,i,i,i,i,i
C=CCSc1ncccc1C(=O)NCCc1ccccc1,i,i,i,i,i,i,i,i,i,i,i
Cc1nc(SCC(=O)NC(=O)NC(C)C)nc(C)c1C,i,i,i,i,i,i,i,i,i,i,i
O=C(Nc1ccccc1)N1C(=O)C2(OCCO2)c2ccccc21,i,i,i,i,i,i,i,i,i,i,i
COc1ccc(-c2coc3cc(OC4OC(CO)C(O)C(O)C4O)ccc3c2=O)cc1 (stereo not given),i,i,i,i,i,i,i,i,i,i,i
CC(C)(C)c1ccc(S(=O)(=O)N2CCCC2C(=O)NC2=NCCS2)cc1 (stereo not given),i,i,i,i,i,i,i,i,i,i,i
Cc1cccc(C(C)C)c1NC(=O)COC(=O)CCN1C(=O)C2CC=CCC2C1=O (stereo not given),i,i,i,i,i,i,i,i,i,i,i
Cc1cc(C(=O)NC2CCCN(Cc3ccc(Cl)cc3)C2)n(C)n1 (stereo not given),i,i,i,i,i,i,i,i,i,i,i
CCOC(=O)c1[nH]c2ccccc2c1NC(=O)c1nonc1C,i,i,i,i,i,i,i,i,i,i,i
Cn1c(SCC(=O)c2ccccc2)nc2cccnc21,i,i,i,i,i,i,i,i,i,i,i
O=c1[nH]c(NCCCO)nc2c1C1(CCCC1)Cc1ccccc1-2,i,i,i,i,i,7.3*,i,i,i,i,i
CNC(=O)Nc1nnc(C(C)(C)C)s1,i,i,i,i,i,i,i,i,i,i,i
CC(C)CCN1CCNC(=O)C1CC(=O)NCCCN1CCOCC1 (stereo not given),i,i,i,i,i,i,i,i,i,i,i
Cc1ccccc1C(=O)Nc1cc(-c2cc(C(C)(C)C)oc2C)nn1C,i,i,i,i,i,i,i,i,i,i,i
NS(=O)(=O)c1cccc(NC(=O)C2CC(=O)N(Cc3ccco3)C2)c1 (stereo not given),i,i,i,i,i,i,i,i,i,i,i
CCOC(=O)C1=C(C)N(C)C(=O)NC1c1cc2c(cc1[N+](=O)[O-])OCO2 (stereo not given),i,i,i,i,i,i,i,i,i,i,i
COCCN(C(=S)Nc1ccc(OC)cc1)C1CCN(C(C)=O)CC1,i,i,i,i,i,i,i,i,i,i,i
COc1ccc2cc(-c3[nH]ncc3CN3C[C@@H]4CCC[C@H]3C4)ccc2c1,i,i,i,i,i,i,i,i,i,i,i
CSc1ccc(Cl)c(C(=O)NNC(=O)c2csc(N3CCOCC3)n2)c1,i,i,i,i,i,i,i,i,i,i,i
Cc1ccc([N+](=O)[O-])c(OCCN2CCNCC2)c1,i,i,i,i,i,i,i,i,i,i,i
CCc1cccc(NC(=O)C2CCCN2S(=O)(=O)c2cccc3cccnc23)c1 (stereo not given),i,i,i,i,i,i,i,i,i,i,i
O=C(Nc1nnc(-c2cccnc2)o1)c1cccc([N+](=O)[O-])c1,i,i,i,i,i,i,i,i,·,i,i
O=C(O)CN1C(=O)C2(OCCO2)c2cc(Br)ccc21,i,i,i,i,i,i,i,i,i,i,i
COc1ccc(N2C(=O)CC(Nc3cccc(C(C)=O)c3)C2=O)cc1OC (stereo not given),i,i,i,i,i,i,i,i,i,i,i
O=C(Nc1ccc2c(c1)OCO2)[C@@H]1[C@@H]2C(=O)N(C3CCCCC3)C(=O)[C@@H]2C2c3ccccc3C=CN21 (stereo not given in full),i,i,i,i,i,i,i,i,·,i,i
O=C(c1cnn2c(C(F)(F)F)cc(-c3ccccc3)nc12)N1CCCc2ccccc21,i,i,i,i,i,i,i,i,i,i,i
Cc1ccc(C(=O)NCC(=O)N2CCCC(C(F)(F)F)C2)s1 (stereo not given),i,i,i,i,i,i,i,i,i,i,i
Cc1ccc(C(=O)NNC(=O)c2cc3cc4ccccc4nc3s2)cc1,i,i,i,i,i,i,i,i,i,i,i
COC(=O)c1c(C)nc(C)c2c(=O)oc3ccccc3c12,i,i,i,i,i,i,i,i,i,i,i

# Following part.
SMILES,TRPC4 agonist,TRPC6 inhibitor,TRPC6 activator,ANO1 block,MrgX1 PAM,RGS4 inh,MrgX1 agonist,TRPC4 inh,TMEM16A act,TRPC4 PAM,MrgX1 antagonist
CC(c1nnc(SCn2nnc3ccccc3c2=O)n1-c1ccc(Cl)cc1)N(C)C (stereo not given),i,i,i,i,i,i,i,i,i,i,i
COc1ccccc1NC(=O)/C(C#N)=C/c1c(C)nn(-c2ccc(F)cc2)c1Cl,i,i,i,i,i,i,i,i,i,i,i
Clc1ccc(CN2CCCCCC2)cc1,i,i,i,i,i,i,i,i,i,i,i
Cc1ccc(C(C(=O)NCc2ccc(F)cc2)N(C(=O)c2csnn2)C2CC2)cc1 (stereo not given),i,i,i,i,i,i,i,i,i,i,i
COC(=O)C[C@H]1c2ccccc2S(=O)(=O)N1c1cccc(OC)c1,i,i,i,i,i,i,i,·,i,i,i
C=CCNC(=O)CSc1nnc(-c2ccc(S(=O)(=O)N3CCCC3)cc2)n1C,i,i,i,i,i,i,i,i,i,i,i
O=[N+]([O-])c1cc([N+](=O)[O-])c(Oc2cc(Cl)cc(Cl)c2)cc1NN1CCCCC1,·,·,·,i,i,·,i,·,i,·,i
O=C(COc1ccccc1Cl)N1CCc2ccccc21,i,i,i,·,·,i,·,i,i,i,·
Cc1ccc(/C=N/NC(=O)C(c2ccncc2)N2CCOCC2)cc1 (stereo not given),i,i,i,i,i,i,i,i,i,i,i
